Screening data as filed in PubChem BioAssay.
CHRM1 antagonist: blocks human M1 muscarinic receptor | P11229 | CHO-K1 hM1, Fluo-8 calcium fluorescence, ACh EC80 antagonist | inhibition, % at 3 µM | 1.3% of 360,000 active | AID 588852;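 active = percent inhibition above its own plate's cutoff, namely the mean of that plate's compound wells plus 3 SD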;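 also: peak over basal fluorescence ratio during 140 s after agonist addition; 0% = ACh EC80 plus DMSO and 100% = DMSO alone without agonist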
TAAR1 antagonist: human TAAR1 antagonism; Q96RJ0; CHO RD-HGA16 TAAR1, Fluo-8 calcium fluorescence, antagonist; inhibition, % at 3 µM; 1.5% of 360,000 active; AID 624466;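 active = inhibition above a per-plate cutoff, the mean inhibition of test compounds on that plate plus 3 SD, cut at about 49% in these data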;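 also: 0% = DMSO plus EC80 beta-PEA response and 100% = DMSO alone without agonist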
Target sequence (Q96RJ0 whole entry, looked up): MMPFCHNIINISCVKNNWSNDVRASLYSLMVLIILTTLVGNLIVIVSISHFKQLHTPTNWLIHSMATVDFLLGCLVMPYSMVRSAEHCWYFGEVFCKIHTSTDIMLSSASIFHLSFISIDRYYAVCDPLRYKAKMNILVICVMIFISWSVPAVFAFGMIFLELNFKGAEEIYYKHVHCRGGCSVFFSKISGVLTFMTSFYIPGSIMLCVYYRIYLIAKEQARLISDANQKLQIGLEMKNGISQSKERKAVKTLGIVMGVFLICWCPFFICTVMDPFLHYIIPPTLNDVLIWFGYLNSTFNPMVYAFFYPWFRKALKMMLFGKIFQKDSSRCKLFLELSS
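Test system – hTAAR1-expressing CHO RD-HGA16 cells, Gα16-coupled · Reagent – β-PEA at EC80 concentration, post-compound challenge · Compound dosing – 3 µM, single point · Timing – 140 s kinetic read after compound, 140 s after agonist · Detection – Fluo-8 intracellular calcium dye fluorescence, real-time kinetic reads · Control set – DMSO and EC80 PEA controls · Repeats – n of 1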
OXTR potentiate: potentiators of human oxytocin receptor; P30559; CHO-OTR cells, Fluo-8 calcium fluorescence, potentiator mode; 0% = oxytocin EC15, 100% = EC100; activation, % at 3 µM; 0.061% of 320,000 active; AID 2445;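 active = activation above that plate's cutoff, the mean activation of tested compounds plus 3 SD, cut at about 6.6% in these data, passing the limit was not always enough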;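 also: 100% uses oxytocin at 75 nM as the full agonist control; some results filed as inactive read as strong as hits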
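System: human OTR in CHO cells; Also added: sub-maximal oxytocin, roughly EC15; Timing: compound 6 min at room temperature before oxytocin, 100 s read; Technique: Fluo-8 intracellular calcium fluorescence, ex 470-495, em 515-575 nm; Controls: oxytocin EC15 low and EC100 high; Replication: singlicate.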
V1R ag counter: V1a receptor agonism, counter-screen for OXTR agonists. activation, % at 3 µM. 0.25% of 320,000 active. AID 2797. CHO-V1R cells, Fluo-8 calcium fluorescence, agonist mode; 0% DMSO, 100% 3 nM vasopressin;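 active = activation above the mean activation of all tested compounds plus 3 SD, per screening run, cut at about 20% in these data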;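 also: signal is peak over basal fluorescence ratio across a 100 second FLIPR read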
Target sequence (P37288 whole entry, looked up): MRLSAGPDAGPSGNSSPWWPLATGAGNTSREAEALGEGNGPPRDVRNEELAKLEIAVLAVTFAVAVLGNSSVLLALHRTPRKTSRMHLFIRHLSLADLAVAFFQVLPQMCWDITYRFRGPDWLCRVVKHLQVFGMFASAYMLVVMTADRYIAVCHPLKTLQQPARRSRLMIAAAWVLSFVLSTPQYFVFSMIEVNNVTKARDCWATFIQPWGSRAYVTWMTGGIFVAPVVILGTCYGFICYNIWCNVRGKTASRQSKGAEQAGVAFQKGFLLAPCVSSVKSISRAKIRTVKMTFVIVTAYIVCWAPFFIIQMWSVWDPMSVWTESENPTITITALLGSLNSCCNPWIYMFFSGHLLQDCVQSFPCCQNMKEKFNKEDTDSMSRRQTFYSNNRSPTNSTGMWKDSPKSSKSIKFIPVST
M1 ag: agonists of human M1 muscarinic receptor; CHO-K1 hM1, Fluo-8 calcium fluorescence, agonist mode; 0% DMSO, 100% acetylcholine EC100; P11229; 0.33% of 360,000 active; activation, % at 3 µM; AID 588814;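 active = activation above the run's mean compound activation plus 3 SD, cut at about 16% in these data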;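 also: peak over basal fluorescence ratio within a 140 s kinetic read after compound addition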
TAAR1 agonist: human TAAR1 agonism; 0.99% of 360,000 active; Q96RJ0; activation, % at 3 µM; CHO RD-HGA16 TAAR1, Fluo-8 calcium fluorescence; vehicle wells 0%, saturating PEA agonist 100%;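 active = activation above the mean activation of all test compounds in the run plus 3 SD, cut at about 38% in these data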
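Assay system: CHO-derived RD-HGA16 cells with stable Gα16 and human TAAR1; timing: 17-24 h seeding, 75 min 37 °C dye, 30 min RT; read-out: % activation from peak over basal fluorescence ratio, DMSO-to-PEA scaled; measured by: kinetic Fluo-8 calcium fluorescence; benchmarks: low control DMSO, high control PEA (EC100); doses: 3 µM single concentration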
M1 PAM: positive allosteric modulators of human M1 muscarinic receptor. P11229. 0.088% of 360,000 active. CHO-K1 hM1, Fluo-8 calcium fluorescence, ACh EC20; 0% = ACh EC20, 100% = maximal ACh. AID 588819. activation, % at 3 µM; in the data active = activation above about 19%, passing the limit was not always enough
OXTR agonist: human OXTR agonism. CHO-OTR cells, Fluo-8 calcium fluorescence; normalized: DMSO 0%, oxytocin 100%. 0.32% of 320,000 active. activation, % at 3 µM. P30559. AID 2435;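 active = activation above the mean of all tested compounds plus 3 SD, cutoff set per screening run, cut at about 20% in these data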;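 also: peak over basal fluorescence ratio from a 100 s FLIPR kinetic read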
CHO parental Ca: counter-screen: ATP calcium response change in parental CHO cells. inhibition, % at 5.6 µM. 0.63% of 330,000 active. parental CHO-K1, ATP-induced calcium, Fluo-8 fluorescence;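 active = inhibition above that plate's mean sample inhibition plus 3 SD, cut at about 26% in these data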;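 also: 0% = ATP-challenged DMSO wells and 100% = DMSO wells without ATP; some compounds past the cut are filed as inactive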
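Material – parental CHO cells · Reagent – ATP stimulus · Compound – single nominal dose of 5.6 µM per compound · Detection – Fluo-8 fluorescence · Read-out basis – percent inhibition of calcium signal · Controls – ATP-challenged DMSO wells low, unchallenged DMSO wells high · Repeats – no replicates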
* = called active by the depositor; x = no result given.

Structure	CHRM1 antagonist	TAAR1 antagonist	OXTR potentiate	V1R ag counter	M1 ag	TAAR1 agonist	M1 PAM	OXTR agonist	CHO parental Ca
COC(=O)c1ccccc1NC(=O)CSc1nnc(C(CO)NC(=O)c2ccccc2)n1C (stereo not given)	-17	2	-4	0.7	3	3	10	-0.3	-4
N#C/C(=C\c1ccc(O)cc1)C(=O)N1CCCC1	2	-14	-4	1.1	-2	-1	1	2.7	0
COCCn1c(SCCCc2ccccc2)nc2c1c(=O)[nH]c(=O)n2C	-22	-2	-15	1.9	2	26	3	-0.7	-8
CC(C)c1ccc(C(=O)NCCCN(C)C)cc1	0	-6	1	1.8	-8	1	4	0.2	0
NC(Cc1ccc(Oc2ccc(O)cc2)cc1)C(=O)O (stereo not given)	x	x	-9	-0.2	x	x	x	-1.4	-4
S=C1Cc2ccccc2C(c2ccc(Cl)cc2)N1 (stereo not given)	-2	-20	-19	1.9	-4	3	-4	-0.1	-2
COc1ccc(-n2nc(C(=O)NCC(=O)NC(C)C)c3ccccc3c2=O)cc1OC	-2	0	-13	2.6	1	4	4	0.0	-12
CC#CC[N+](C)(C)CCCCCCCCCC	57*	-25	-5	-0.1	-8	11	-19	2.3	1
Cc1ccc(C)c(N2CCN(C(=O)CCc3nc(-c4ccc(F)cc4)no3)CC2)c1	22	-7	x	x	-3	-1	-13	x	-8
CC12CC3CC(C)(C1)CC(C(=O)N1CCN(C(=O)c4ccco4)CC1)(C3)C2	1	-2	-4	-0.2	-6	1	3	-1.2	-8
CCOc1ccccc1NC(=O)CSc1nnc(-c2ccccn2)n1Cc1ccco1	7	-19	4	-2.3	-3	-2	0	-2.2	-22
CC1=C(C(=O)OCc2ccccc2)C(c2ccc(-c3ccccc3)cc2)NC(=O)N1CCCCCC(=O)O (stereo not given)	-4	92*	-10	0.6	-4	95*	9	-1.9	-19
O=C(c1ccco1)n1nc(-c2ccco2)nc1SCc1ccccc1	-7	3	3	-0.3	-5	5	6	-0.5	9
COc1ccc(/C=C2\SC(=O)N(CC(=O)Nc3ccc(O)cc3)C2=O)cc1OC	-14	-13	x	x	-2	9	3	x	x
CCOC(=O)c1cccc(NC(=O)C2(S(=O)(=O)c3ccc(Cl)cc3)CC2)c1	-6	12	-4	-0.8	-5	1	2	-2.0	-10
O=C1C=CN(C2OC(CO)C(O)C2O)C(=O)C1 (stereo not given)	-18	15	x	x	-1	-1	6	x	x
CC(C)N1CCC(=NNC(=O)c2cccs2)CC1	0	-7	-6	0.6	-3	0	1	-1.1	-8
CC1(C)CC(=O)C2=C(C1)N(c1ccc(Cl)cc1)C(=O)C2(O)C(F)(F)F (stereo not given)	2	15	0	0.7	-7	35	-14	1.4	-1
C(=C\c1cccc2ccccc12)/c1nnc(-c2cccs2)o1	-3	-8	-3	0.6	0	4	3	-0.9	-12
Cc1cc(C)cc(C(=O)NCC(=O)OCC(=O)c2c(N)n(C)c(=O)n(C)c2=O)c1	-2	42	0	0.3	-2	12	5	0.2	-21
COc1cc([N+](=O)[O-])ccc1NC(=O)CC(C)C	0	-17	-5	-1.2	-1	4	5	-2.3	-4
CCN(CC(=O)Nc1ccc(NC(C)=O)cc1)C(=O)CSCc1c(C)noc1C	-15	-21	2	0.8	-4	4	10	-0.3	2
COc1ccc(N=Cc2c(O)[nH]c3ccccc23)cc1OC	3	2	-7	-0.9	-3	6	5	-1.3	-21
O=C(Nc1cccc(C(=O)NC2CC2)c1)c1ccc(F)c(S(=O)(=O)N2CCOCC2)c1	-12	2	x	x	0	1	7	x	x
Cc1[nH]c2ccccc2c1/C=N/Nc1ccc([N+](=O)[O-])cc1S(=O)(=O)Nc1ccc(Cl)cc1	4	-8	-6	0.5	-1	9	0	-0.2	-5
CC1=C(C(=O)Nc2ccccc2C)C2(CCCCC2)C(C(N)=O)C(=S)N1 (stereo not given)	2	-6	-6	1.2	-5	2	0	0.7	-2
BrC(=C\c1ccccc1)/C=N/N1CCN(c2ccccc2)CC1	-15	-18	-7	-1.1	-4	-2	7	-0.9	11
Cc1cc(C)n2ncc(C(=O)NCCc3ccccc3)c2n1	-25	-1	-10	-0.1	-3	13	7	0.3	-40
COC(=O)c1ccc[n+](CC(=O)Nc2ccc(OC(F)F)cc2)c1	-2	-2	1	0.4	-7	2	0	1.4	-2
O=C(O)c1cc(O)ccc1NC(=O)C1CCCO1 (stereo not given)	-18	2	-4	1.5	1	0	19	0.1	11
Cc1cnc(NC(=O)CSc2nnc(COc3ccccc3)o2)s1	-1	-8	-8	-1.8	-2	10	2	-0.1	-5
COc1ccc(CC(=O)c2c(O)cc(O)cc2O)cc1OC	-7	8	-7	0.0	-3	2	5	0.2	2
COc1ccc(-c2nc(Cn3c(SCc4ccccc4F)nc4ccncc43)c(C)o2)cc1	-14	2	-7	5.8	-6	0	8	5.2	-20
Cc1ccc(/C=C2/NC(=O)[C@H](C)NC2=O)cc1	-6	6	-2	0.4	-3	3	4	0.3	4
COC(=O)c1cc2ccsc2n1Cc1ccccc1F	-8	30	-2	-0.8	-9	9	-1	-1.9	-4
O=C(Cn1nc(Cc2cccnc2)c2ccccc2c1=O)N1CCN(C(=O)c2ccco2)CC1	0	-12	-1	-0.6	2	2	0	0.1	-13
Cc1ccccc1-c1noc(-c2cccs2)n1	1	2	-1	0.8	-1	1	1	1.1	4
Cc1[nH]c2ccccc2c1SCc1nnc(SCc2ccc(Cl)cc2)n1C	7	43	-15	1.6	-2	5	-5	-2.7	-15
NC(=O)c1sc2cc(C(F)(F)F)cnc2c1-c1ccccc1	5	1	2	4.4	-3	0	-5	-1.1	1
c1ccc(-c2ccccc2OCCOCCN2CCCCC2)cc1	19	-13	-5	1.8	-8	3	-14	5.2	-20
CC1=CC(C)(C)n2c(O)c(N=N)c3c(C)ccc1c32	-9	-10	-1	-1.4	0	22	4	-0.2	-17
CCCn1c(=O)n(C)c(=O)c2c(SCC(=O)NC34CC5CC(CC(C5)C3)C4)nc(CC(C)C)nc21	-6	-14	-6	-0.2	-6	0	3	-0.9	0
Cc1cc(O)c(C(C)C)cc1NC1=NS(=O)(=O)c2ccccc21	-1	6	-2	-0.1	2	0	10	0.5	6
CC(C)n1nc(C(=O)Nc2ccc3c(c2)OCO3)c2ccccc2c1=O	0	-4	-5	-0.6	-3	5	-1	-2.3	-7
CSCCNCc1cn(-c2ccc(F)cc2F)nc1-c1ccccc1C	-14	-31	-1	0.7	-8	1	5	0.5	-19
CN(C)C/C(Cl)=C(\Cl)c1ccccc1	3	2	-2	0.1	-6	1	-1	0.7	2
Cc1ccc(C)c(OCCC(=O)NCCc2ccc(Cl)cc2)c1	3	-15	-10	0.6	-3	-2	7	-1.2	-1
CCS(=O)(=O)c1ccccc1C(=O)NC1CCCc2ccccc21 (stereo not given)	-11	18	-4	0.1	-3	-3	14	0.9	-11
O=C1COc2ccc(N3C(=O)C=CC3=O)cc2N1	x	x	0	1.0	x	x	x	0.6	-7
O=C(CCCn1nnnc1CN1CCOCC1)N1CCC(c2ccccc2F)C1 (stereo not given)	-12	-8	x	x	-3	11	8	x	x
C=CC(=O)NC1CC2CCC1(C)C2(C)C (stereo not given)	-8	-8	-1	-0.2	-2	1	5	1.0	-12
COc1ccc(S(=O)(=O)NC(=O)C2(C)CCN2C(=O)c2cccc(F)c2)cc1 (stereo not given)	-6	-7	x	x	-2	2	2	x	x
O=C(O)COCC(=O)NCc1nc(-c2ccc(C(F)(F)F)cc2)no1	-7	-29	2	-0.3	-2	1	6	0.5	1
O=C(/C=N/NC(=O)c1ccccc1Br)c1ccccc1	-9	-14	-9	-0.2	-3	1	6	0.8	-2
CCN(CC)CCNC(=O)Cn1nc(Cc2ccccc2)c2ccccc2c1=O	1	-9	-7	0.5	-5	10	-10	-0.2	-8
CCN(CC)c1ccc(S(=O)(=O)N2CCOCC2)cc1NC(=O)CSc1nnc(N)s1	-10	-9	-10	-1.4	5	2	18	0.3	6
COc1ccc(CCNC(=O)CSc2nnc3ccc(-c4cccnc4)nn23)cc1	-3	-13	-11	-0.5	-6	1	4	-1.7	-26
C/C(=N/NC(=O)c1nnn(-c2nonc2N)c1COc1ccccc1)c1ccccc1	-7	-13	-7	0.9	0	3	9	0.0	-9
O=C(O)c1ccc[nH]c1=S	0	-10	-3	-0.7	-3	4	-4	0.6	-5
CSc1nc2ccc(NC(=O)C3=NN(c4ccccc4)C(=O)CC3)cc2s1	15	-32	-10	-0.6	-8	2	-10	-2.6	-23

More compounds.
Structure	CHRM1 antagonist	TAAR1 antagonist	OXTR potentiate	V1R ag counter	M1 ag	TAAR1 agonist	M1 PAM	OXTR agonist	CHO parental Ca
Cc1[nH]nc(-c2ccc(O)cc2O)c1-c1ccc(Cl)cc1	2	19	-9	12	12	7	14	9.4	13
COC(=O)Nc1ccc(S(=O)(=O)N2CCCC(C(=O)NC3CCS(=O)(=O)C3)C2)cc1 (stereo not given)	-14	-13	-3	-0.8	-4	0	6	0.2	-4
S=c1[nH]nc(Cc2ccc(Cl)cc2)n1-c1ccc2c(c1)OCCO2	-6	-8	-18	3.1	-2	1	6	3.1	-8
CC(C)(C)OC(=O)N1CCN(C(=O)OCC2c3ccccc3-c3ccccc32)CC1C(=O)O (stereo not given)	0	-2	-6	0.0	-3	1	0	0.4	-10
COC(=O)c1cc2c(cc1N)OCCO2	0	8	-19	-1.0	-7	2	2	-1.6	-8
COc1ccccc1C(=O)Nc1ncc2c(n1)CC(c1ccco1)CC2=O (stereo not given)	5	5	-5	1.2	-7	5	0	0.7	-13
O=C(NCc1ccco1)c1scc2c1OCCO2	-24	8	-1	-0.1	-3	9	4	0.5	-1
Cn1c(O)c(N=NC(=O)CNC(=O)c2ccccc2)c2ccccc21	-16	0	-4	0.1	-4	-1	7	0.6	-13
CCOC(=O)c1nnc(-c2ccc(C)cc2)nc1Sc1ccccc1Cl	6	-11	-12	0.5	0	4	-5	0.2	2
